Compound activity deposited in PubChem by Broad Institute.
Pf Dd2 inh: P. falciparum Dd2 growth inhibition; SYBR Green, 72 h; active compounds read low; activity change, % at 10 µM; hit rate 2.3% among 94,000; AID 1159554; in the data active = activity change below about -80%; inconclusive = no clear call, values can overlap the other calls
Tcruzi prolif: inhibitors of T. cruzi proliferation | inhibition, % at 8.34 µM | T. cruzi beta-gal in NIH3T3, GalScreen luminescence, 90 h | hit rate 5.9% among 77,000;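 active = mean inhibition above about 93%, with at least 55% of replicates each passing it, limit read from the data, passing the limit was not always enough; inconclusive = only one of those two conditions holds; inactive = neither condition holds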
GASC1 inh: blocks human GASC-1 (KDM4C) demethylase activity; inhibition, % at 12.5 µM; GST-KDM4C 2-372, H3K9me3 peptide, LANCE TR-FRET; AID 720574; Q9H3R0; hit rate 0.15% among 96,000;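 active = mean replicate inhibition above about 25%, with at least 55% of replicates also reaching it, limit read from the data, passing the limit was not always enough; inconclusive = only one of those two conditions met; inactive = neither condition met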
Target sequence (Q9H3R0 2-372 limits assumed): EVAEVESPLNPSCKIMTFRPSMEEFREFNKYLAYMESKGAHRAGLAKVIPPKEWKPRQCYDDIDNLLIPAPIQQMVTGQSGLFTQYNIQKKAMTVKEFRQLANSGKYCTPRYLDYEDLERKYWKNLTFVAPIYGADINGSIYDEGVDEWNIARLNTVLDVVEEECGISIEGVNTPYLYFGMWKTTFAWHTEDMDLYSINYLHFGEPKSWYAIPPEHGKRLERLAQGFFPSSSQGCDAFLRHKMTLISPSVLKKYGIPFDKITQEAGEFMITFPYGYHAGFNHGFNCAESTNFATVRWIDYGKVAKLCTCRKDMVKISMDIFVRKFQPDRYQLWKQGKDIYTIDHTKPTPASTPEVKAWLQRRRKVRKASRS
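Material: GST-tagged GASC-1 (JMJD2C) catalytic fragment, aa 2-372. Input: enzyme final amount 10 nM. Medium: HEPES buffer, pH 7.5, plus ascorbate. Reagent: H3K9me3 peptide substrate, Fe(II), 2-oxoglutarate. Doses: single dose. Times: reaction 30 min RT, detection step 1 h RT. Measured by: LANCE TR-FRET. Evaluation: Fall in 671/618 emission ratio as inhibition.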
C diff growth: blocks growth of Clostridium difficile. growth activity, negative = inhibition, % at 16 µg/mL (by protocol). hit rate 0.25% among 86,000. Clostridium difficile clinical isolate growth, OD600, 24 h; active compounds read low;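 active = mean growth activity at or below -80% and every replicate also at or below -80%; inconclusive = mean at or below -80% but some replicate above -80%; inactive = mean growth activity above -80%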;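 note: 0% = DMSO wells and -100% = levofloxacin 16 µg/mL wells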
* hit, by the source's call; u = inconclusive; x = no result given; & = joins results of further samples.

SMILES	Pf Dd2 inh	Tcruzi prolif	GASC1 inh	C diff growth
CCCNC(=O)N1C[C@H](O)COC[C@H]2O[C@@H](CC(=O)OC)CC[C@@H]21	1	x	-3.5	8&-6
CCS(=O)(=O)NCC[C@H]1CC[C@H](NC(=O)Cc2ccccn2)[C@H](CO)O1	27	-2	2.3	x
COc1ccc(-c2ccc3c(c2)[C@H]2[C@H](CCN2C(=O)Cc2cccnc2)[C@H](CO)N3C)cc1	-75	20	x	45
O=C(Nc1ccc(F)cc1)N[C@@H]1CC[C@@H](CCNS(=O)(=O)c2cccc(Cl)c2)O[C@@H]1CO	19	-11	0.7	-8
CC=Cc1ccc2n(c1=O)C[C@H]1[C@H](CO)[C@@H](C(=O)NCC(F)(F)F)[C@@H]2N1C(=O)C1CCCC1 (mixture of isomers)	67	x	x	-3
Cc1noc(C)c1NC(=O)N(C)C[C@H]1Oc2ccc(NS(=O)(=O)c3c(C)noc3C)cc2C(=O)N([C@@H](C)CO)C[C@H]1C	6	-39	-1.1	-4
CNC[C@@H]1Oc2ccc(NS(=O)(=O)c3ccc(OC)cc3)cc2C(=O)N([C@H](C)CO)C[C@H]1C	15	x	9.0	1
CCN(C[C@@H]1[C@@H](c2ccccc2)[C@H](CO)N1CC1CCCC1)C(C)=O	-7	-29	1.2	5
C[C@@H]1CCCCO[C@H](CN(C)Cc2ccc(C(F)(F)F)cc2)[C@H](C)CN([C@H](C)CO)C(=O)c2cc(NC(=O)C3CCCCC3)ccc2O1	-37	u	-3.5	-1
Cc1ccc(S(=O)(=O)Nc2ccc3c(c2)C(=O)N([C@H](C)CO)C[C@@H](C)[C@H](CN(C)C(=O)c2ccncc2)OCCCC[C@@H](C)O3)cc1	2	22	0.3	x
Cc1noc(C)c1NC(=O)Nc1ccc2c(c1)C(=O)N([C@@H](C)CO)C[C@@H](C)[C@@H](CN(C)S(=O)(=O)c1ccc(F)cc1)OCCCC[C@H](C)O2	-23	-29	0.2	3
O=C(C[C@H]1C=C[C@H](NC(=O)CCN2CCCCC2)[C@H](CO)O1)Nc1ccccc1	28	x	0.8	-3
CN(C)C(=O)C[C@@H]1CC[C@H]2[C@@H](COC[C@@H](O)CN2CC2CC2)O1	13	8	0.3	0
C[C@H](CO)N1C[C@H](C)[C@@H](CN(C)C(=O)CN(C)C)Oc2cc(-c3cncnc3)ccc2S1(=O)=O	10	-15	1.3	4
C[C@@H]1CCCCO[C@H](CN(C)C(=O)CCC(F)(F)F)[C@@H](C)CN([C@@H](C)CO)C(=O)c2cc(NS(=O)(=O)c3ccc(F)cc3)ccc2O1	-57	x	-0.4	-10
CN(C)CC#Cc1ccc([C@@H]2[C@@H](CO)N3CCCCN(C(=O)C4CCCC4)C[C@H]23)cc1	-14	5	x	-4
C/C=C/c1ccc([C@H]2[C@@H](CO)N(C(=O)C3CCCCC3)C23CN(C(=O)NC(C)C)C3)cc1	-53	x	0.5	-5
C[C@@H]1CN([C@@H](C)CO)C(=O)Cc2cc(NC(=O)C3CC3)ccc2O[C@@H]1CN(C)S(=O)(=O)c1cccs1	3	19	-0.1	5
CCC(=O)N(C)C[C@@H]1Oc2ncc(C3=CCCC3)cc2C(=O)N([C@H](C)CO)C[C@H]1C	43	5	1.3	4
C[C@H]1CN([C@@H](C)CO)C(=O)Cc2cc(NC(=O)CCCCCC(=O)Nc3ccccc3N)ccc2O[C@@H]1CN(C)Cc1ccc2c(c1)OCO2	-40	27	-0.1	-5
CCCN1C[C@H](C)[C@H](OC)CN(C)C(=O)c2ccc(NS(=O)(=O)c3ccccc3)cc2OC[C@@H]1C	6	-40	8.0	x
CC(C)NC(=O)Nc1ccc2c(c1)CC(=O)N([C@H](C)CO)C[C@H](C)[C@@H](CN(C)Cc1ccc(Oc3ccccc3)cc1)O2	-52	38	-2.8	-12
COc1cccc(CNC(=O)C[C@H]2C=C[C@@H](NC(=O)C3CCOCC3)[C@H](CO)O2)c1	-4	-53	-2.5	1
C[C@H](CO)N1C[C@H](C)[C@H](CN(C)Cc2ccc(C(=O)Nc3ccccc3N)cc2)OCc2cnnn2CCCC1=O	-26	106*	-0.8	-5
Cc1ccc(S(=O)(=O)N(C)C[C@@H]2Oc3c(NS(=O)(=O)c4ccccc4)cccc3C(=O)N([C@@H](C)CO)C[C@H]2C)cc1	15	46	u	-10
(more compounds)
SMILES	Pf Dd2 inh	Tcruzi prolif	GASC1 inh	C diff growth
CC(C)NC(=O)Nc1ccc2c(c1)CC(=O)N([C@@H](C)CO)C[C@@H](C)[C@@H](CN(C)C(=O)NC(C)C)O2	18	-2	2.4	3
Cc1noc(C)c1S(=O)(=O)Nc1ccc2c(c1)CC(=O)N([C@H](C)CO)C[C@@H](C)[C@H](CN(C)C(=O)NC1CCCCC1)O2	18	-15	0.3	-2
C[C@H]1CN([C@@H](C)CO)C(=O)Cc2cc(NC(=O)Cc3cn(C)c4ccccc34)ccc2O[C@H]1CN(C)Cc1ccc(C(=O)O)cc1	11	-74	10	-7
Cc1ccc(S(=O)(=O)N[C@H]2C=C[C@H](CC(=O)N3CCc4ccccc4C3)O[C@H]2CO)cc1	-5	-5	8.1	0
COCC(=O)Nc1ccc2c(c1)[C@H]1C[C@H](CC(=O)NCc3cc(F)ccc3F)O[C@@H](CO)[C@H]1O2	1	13	-1.6	2
CCNC(=O)[C@H]1[C@H](CO)[C@H]2Cn3c(ccc(-c4cncnc4)c3=O)[C@H]2N1C(=O)NC1CCCC1	-1	8	13	2
CN1c2ccc(-c3cccc(C#N)c3)cc2[C@H]2[C@H](CCN2C(=O)Cc2ccccn2)[C@H]1CO	-38	102*	1.7	1
COc1ccc(NC(=O)Nc2ccc3c(c2)C(=O)N([C@@H](C)CO)C[C@@H](C)[C@@H](CN(C)Cc2ccc(Cl)c(Cl)c2)OCCCC[C@@H](C)O3)cc1	-80*	126*	0.1	-1
C[C@@H]1CN([C@H](C)CO)C(=O)Cc2cc(NC(=O)CCC(F)(F)F)ccc2O[C@@H]1CN(C)S(=O)(=O)c1ccc(Cl)cc1	-7	66	-0.1	6
CCCNC(=O)N[C@H]1C=C[C@H](CC(=O)NC2CCC2)O[C@H]1CO	-1	x	-0.1	2
CC(=O)N1[C@H](CO)[C@@H]2c3ccccc3N(S(=O)(=O)c3ccccc3)C[C@@H]21	1	36	2.5	-8
O=C(NC[C@H]1CC[C@@H]2[C@@H](CN2S(=O)(=O)c2ccccc2[N+](=O)[O-])O1)c1cccnc1	-8	x	x	-7
N#C[C@H]1[C@@H](c2ccc(C#CC3CCCCC3)cc2)[C@@H](CO)N1C(=O)Nc1ccc(F)cc1	-3	x	-1.1	67
CCC(=O)N1C[C@H](O)COC[C@@H]2O[C@@H](CC(=O)NC)CC[C@H]21	16	21	-1.0	-4&-12
O=C(C[C@H]1C[C@@H]2c3cc(NC(=O)Nc4ccc(F)cc4)ccc3O[C@@H]2[C@@H](CO)O1)NCC(F)(F)F	-53	-10	-8.0	3
COc1ccc(S(=O)(=O)Nc2ccc3c(c2)C(=O)N([C@H](C)CO)C[C@@H](C)[C@H](CN(C)C(=O)Nc2ccc(F)cc2)OCCCC[C@H](C)O3)cc1	-13	20	-4.1	6
CCCNC(=O)C[C@@H]1CC[C@H]2[C@@H](COC[C@H](O)CN2Cc2ccccc2F)O1	9	-26	-1.8	1&-3
COc1ccc(NC(=O)N2C[C@@H](O)COC[C@H]3O[C@H](CC(=O)N4CCCCC4)CC[C@@H]32)cc1	38	31	3.5	-4&-6
O=C(NCC1CC1)[C@@H]1[C@@H](CO)[C@@H]2Cn3c(ccc(-c4ccccc4F)c3=O)[C@H]1N2Cc1ccccc1	-38	5	-2.5	-3
CC(C)NC(=O)Nc1ccc2c(c1)CC(=O)N([C@H](C)CO)C[C@H](C)[C@H](CN(C)C(=O)NC(C)C)O2	29	2	0.4	3
Cc1ccc(S(=O)(=O)N(C)C[C@@H]2Oc3c(NC(=O)Nc4ccc(F)cc4)cccc3C(=O)N([C@H](C)CO)C[C@H]2C)cc1	-73	66	-1.8	-14
COC(=O)C[C@H]1CC[C@H]2[C@H](COc3ccc(NC(=O)c4cccc(OC)c4)cc3C(=O)N2C)O1	-7	-68	-1.0	-8
COc1ccc(NC(=O)Nc2ccc3c(c2)CC(=O)N([C@@H](C)CO)C[C@H](C)[C@@H](CN(C)Cc2ccc(Cl)c(Cl)c2)O3)cc1	-13	66	-1.8	-4
C[C@@H]1CN([C@H](C)CO)C(=O)c2cc(NC(=O)Cc3ccccc3)ccc2O[C@H]1CN(C)S(=O)(=O)c1ccccc1	-22	51	-2.9	1
COc1ccc(NC(=O)N2[C@@H]3CNC[C@H]2C3c2ccc(-c3ccc(C)cc3)cc2)cc1 (stereo partly specified)	27&-18	x	-3.2&-1.5	29&20

Full records as entered above. Values in the order: Pf Dd2 inh, Tcruzi prolif, GASC1 inh, C diff growth
CN1c2ccc(-c3cccc(C#N)c3)cc2[C@H]2[C@H](CCN2C(=O)Cc2ccccn2)[C@H]1CO reads -38, 102*, 1.7, 1
COc1ccc(NC(=O)N2C[C@@H](O)COC[C@H]3O[C@H](CC(=O)N4CCCCC4)CC[C@@H]32)cc1 reads 38, 31, 3.5, -4&-6
CC(=O)N1[C@H](CO)[C@@H]2c3ccccc3N(S(=O)(=O)c3ccccc3)C[C@@H]21 reads 1, 36, 2.5, -8

Four entries out of the list above, ordered by the number in C diff growth, highest first:
mol | GASC1 inh | C diff growth
N#C[C@H]1[C@@H](c2ccc(C#CC3CCCCC3)cc2)[C@@H](CO)N1C(=O)Nc1ccc(F)cc1 | -1.1 | 67
C[C@H](CO)N1C[C@H](C)[C@@H](CN(C)C(=O)CN(C)C)Oc2cc(-c3cncnc3)ccc2S1(=O)=O | 1.3 | 4
Cc1noc(C)c1NC(=O)Nc1ccc2c(c1)C(=O)N([C@@H](C)CO)C[C@@H](C)[C@@H](CN(C)S(=O)(=O)c1ccc(F)cc1)OCCCC[C@H](C)O2 | 0.2 | 3
Cc1ccc(S(=O)(=O)N[C@H]2C=C[C@H](CC(=O)N3CCc4ccccc4C3)O[C@H]2CO)cc1 | 8.1 | 0

Additional entries:
SMILES	Pf Dd2 inh	Tcruzi prolif	GASC1 inh	C diff growth
CO[C@@H]1CN(C)C(=O)c2cc(NC(=O)c3cnccn3)ccc2OC[C@H](C)N(C)C[C@H]1C	0	8	-0.9	x
COc1ccc2c3c([nH]c2c1)[C@@H](CO)N(C(=O)C1CCCCC1)CC31CN(S(C)(=O)=O)C1	-27	x	-1.7	0
Cc1ccc(S(=O)(=O)N(C)C[C@H]2Oc3ccc(NS(C)(=O)=O)cc3CC(=O)N([C@@H](C)CO)C[C@H]2C)cc1	-5	24	0.1	5
O=C(CCN1CCCCC1)N[C@@H]1CC[C@@H](CCNC(=O)c2cc(Cl)cc(Cl)c2)O[C@@H]1CO	-1	-23	0.4	x
C[C@@H]1CN([C@H](C)CO)C(=O)Cc2cc(NC(=O)Cn3cnnn3)ccc2O[C@@H]1CN(C)Cc1ccc(Oc2ccccc2)cc1	-31	-2	-1.5	11
CC(C)C#Cc1ccc2c(c1)O[C@@H](CN(C)C(=O)Nc1ccccc1)[C@H](C)CN([C@@H](C)CO)S2(=O)=O	-22	x	-0.3	-7
CCNC(=O)C[C@@H]1CC[C@H]2[C@@H](COC[C@@H](O)CN2S(=O)(=O)c2ccccc2F)O1	-7	-8	0.7	x
Cc1noc(C)c1S(=O)(=O)N(C)C[C@@H]1OCCCC[C@@H](C)Oc2ccc(NS(=O)(=O)c3cccs3)cc2C(=O)N([C@H](C)CO)C[C@@H]1C	0	x	0.7	3
Cc1cc(C(=O)Nc2cccc3c2O[C@@H](CN(C)S(=O)(=O)c2ccc(F)cc2)[C@@H](C)CN([C@H](C)CO)C3=O)n(C)n1	13	38	0.0	6
CO[C@H]1CN(C)C(=O)c2ccc(NC(=O)C3CCC3)cc2OC[C@@H](C)N(Cc2nccs2)C[C@@H]1C	x	62	1.4	x
COc1ccc(CN(C)C[C@@H]2OCCCC[C@H](C)Oc3ccc(NC(=O)NC4CCCCC4)cc3C(=O)N([C@H](C)CO)C[C@H]2C)cc1	-60	65	-1.0	2
C[C@@H]1CN([C@@H](C)CO)C(=O)c2cccc(NC(=O)C3CCOCC3)c2O[C@H]1CN(C)CC1CCCCC1	-18	53	10	13
C[C@H](CO)N1C[C@H](C)[C@@H](CN(C)CC2CCCCC2)Oc2ccc(NS(=O)(=O)c3cn(C)cn3)cc2C1=O	19	12	x	-3
C[C@@H]1CN([C@H](C)CO)C(=O)c2cc(NC(=O)CCCCCC(=O)Nc3ccccc3N)ccc2O[C@@H]1CN(C)Cc1ccc(C(F)(F)F)cc1	-79	x	-2.6	0
C[C@H](CO)N1C[C@H](C)[C@@H](CN(C)Cc2ccncc2)Oc2cc(-c3ccccc3)ccc2S1(=O)=O	-22	61	x	x
CCC(=O)N1[C@H](CO)[C@@H](c2ccc(C3=CCCC3)cc2)[C@@H]1CNC(=O)CN(C)C	-15	-43	9.2	3
CC(=O)Nc1ccc2c(c1)C(=O)N(C)[C@@H]1CC[C@@H](CC(=O)NCc3ccccc3Cl)O[C@H]1CO2	-12	-23	-1.1	1
